# MCL1 BIM primary – inhibitors of MCL1 binding to BIM-BH3, primary screen, biochemical, fluorescence polarization. GST-MCL1 / FITC-Bim-BH3 fluorescence polarization. inhibition, % at 10.9 µM. hit rate 0.68% among 320,000;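 active means inhibition above the mean inhibition of all tested compounds plus 3 SD, set per campaign, cut at about 40% in these data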;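 further: 0% = DMSO wells and 100% = unlabeled Bim-BH3 peptide control; higher means more loss of mP so more displacement of Bim peptide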
# Target sequence (Q07820 whole entry, looked up): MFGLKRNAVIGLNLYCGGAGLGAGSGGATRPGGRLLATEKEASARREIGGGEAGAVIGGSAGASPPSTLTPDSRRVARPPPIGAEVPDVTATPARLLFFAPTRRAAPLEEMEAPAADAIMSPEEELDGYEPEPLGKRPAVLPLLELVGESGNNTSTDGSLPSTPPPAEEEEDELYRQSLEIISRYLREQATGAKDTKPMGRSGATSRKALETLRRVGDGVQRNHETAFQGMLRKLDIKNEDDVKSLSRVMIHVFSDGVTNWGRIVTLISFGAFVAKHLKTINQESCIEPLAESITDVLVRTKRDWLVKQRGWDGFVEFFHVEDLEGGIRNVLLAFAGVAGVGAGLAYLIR
# ZTA DNA inh – blocks Epstein-Barr virus ZTA, an EBNA-1 counter-screen; hit rate 0.15% among 320,000; AID 2234; inhibition, % at 11 µM; P03206; ZTA-DNA binding, fluorescence polarization; in the data active means inhibition above about 33%
# Target sequence (P03206 whole entry, looked up): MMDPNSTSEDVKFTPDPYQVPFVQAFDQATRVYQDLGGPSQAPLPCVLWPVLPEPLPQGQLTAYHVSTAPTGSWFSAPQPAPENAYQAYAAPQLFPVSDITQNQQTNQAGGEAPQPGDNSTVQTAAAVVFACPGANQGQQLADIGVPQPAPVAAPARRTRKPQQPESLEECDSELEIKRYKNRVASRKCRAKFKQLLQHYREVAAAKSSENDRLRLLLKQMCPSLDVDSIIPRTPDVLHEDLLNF
# CR mimetic SO – reduction of superoxide in aged yeast, primary screen, HTS; hit rate 0.18% among 330,000; S. cerevisiae aged cells, superoxide DHE fluorescence; stronger effect = lower value; AID 2690, 2010; superoxide response (% of plate mean), % at 10 µM;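 active means superoxide response under a set limit, about three screen SD below normal, cut at about 65% in these data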;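 further: yeast aged for seven days with compound at 30 °C before DHE staining; 100% = average MFI of all compound-treated wells on the plate with controls excluded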
# Efflux pump inh – inhibitors of Candida efflux pumps in yeast, primary screen, S. cerevisiae, Nile Red, multiplex; hit rate 0.44% among 330,000; S. cerevisiae Candida pump triplex; inhibition, % at 10 µM;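 active means plate passing quality check with inhibition over a set limit, or well fluorescence over plate mean plus 4 SD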;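 further: Nile Red retained in pooled yeast measured as flow cytometry median fluorescence; 0% = buffer negative control and 100% = Enniatin B positive control; higher means more Nile Red kept so more efflux inhibition; some compounds called inactive have numbers as strong as hits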
# Fam108B counter – mouse Fam108B serine hydrolase inhibitors, primary screen, counter-screen for RBBP9 inhibitor project, biochemical, fluorescence polarization | hit rate 0.33% among 300,000 | recombinant Fam108B, FP-Rh probe fluorescence polarization | inhibition, % at 9.51 µM;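 active means inhibition above the screen mean inhibition plus 3 SD, computed separately per campaign, cut at about 18% in these data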;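 further: inhibitors lower polarization as less probe binds the enzyme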
# GLD-1 TGE inh – GLD-1/TGE RNA complex disruptors, primary screen, biochemical, fluorescence polarization | inhibition, % at 5.96 µM | AID 2280, 2010 | purified GLD-1 + fluorescein TGE RNA | hit rate 0.44% among 320,000;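 active means percent inhibition above a per-plate cutoff, the plate mean of test compounds plus 3 SD, cut at about 30% in these data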;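 further: 0% = DMSO wells with GLD-1 and probe and 100% = wells lacking GLD-1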
# EBNA-1 inhibitor – EBNA-1 DNA-binding inhibitors, primary screen, biochemical, fluorescence polarization. hit rate 0.34% among 300,000. inhibition, % at 14.8 µM. AID 1950, 2009; in the data active means inhibition above about 28%
# MEX-5 binding – MEX-5 zinc finger RNA-binding disruptors – biochemical, C. elegans, fluorescence polarization, MLPCN library, primary screen; MEX-5/FITC-TCR2 RNA binding; stronger effect = lower value; activity score (negative = inhibition of binding), % at 10 µM; AID 1832, 2009; Zinc finger protein mex-5 (Caenorhabditis elegans), Q9XUB2; hit rate 0.38% among 300,000;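 active means inhibition past about -25% in most replicates, and total fluorescence under double the plate's negative control median, limit read from the data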;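 further: 0% = DMSO and -100% = 5 µM competing unlabeled TCR2 RNA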
# Bcl-xL primary – inhibitors of human Bcl-xL, primary screen, biochemical, fluorescence polarization, HTS. AID 2129, 2009. GST-Bcl-xL / FITC-Bim BH3 peptide fluorescence polarization. Bcl-2-like protein 1 (Homo sapiens), Q07817. hit rate 0.7% among 320,000. inhibition, % at 10.9 µM;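 active means inhibition above the mean of all tested compounds plus 3 SD, cutoff set per campaign, cut at about 30% in these data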;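 further: 0% = DMSO wells and 100% = unlabeled Bim-BH3 peptide competitor; inhibitors lower millipolarization by displacing the labeled peptide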
# Target sequence (Q07817 whole entry, looked up): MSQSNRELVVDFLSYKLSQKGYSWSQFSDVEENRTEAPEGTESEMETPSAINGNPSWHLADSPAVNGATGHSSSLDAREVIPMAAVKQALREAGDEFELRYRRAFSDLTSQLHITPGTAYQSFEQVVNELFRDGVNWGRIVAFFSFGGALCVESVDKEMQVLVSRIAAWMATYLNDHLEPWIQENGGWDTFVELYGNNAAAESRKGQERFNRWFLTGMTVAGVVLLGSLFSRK
# * marks the source's active call; other numbers are inactive results; · = not tested or not shown.
SMILES,MCL1 BIM primary,ZTA DNA inh,CR mimetic SO,Efflux pump inh,Fam108B counter,GLD-1 TGE inh,EBNA-1 inhibitor,MEX-5 binding,Bcl-xL primary
O=C(COC(=O)CCC(=O)c1cccs1)NC(=O)c1ccc(OC(F)F)cc1,-2,-22,113,-0.1,-4,4,8,-0.3,-4
CC1=CC2=NC(=O)CC(C)(C(=O)N(CC(=O)NC3CCCC3)Cc3ccccc3)N2C=C1 (stereo not given),-2,-8,110,0.0,-1,7,-3,-1.0,7
O=C(Nc1ccc(Br)cc1)c1ccc(Br)c(S(=O)(=O)Nc2cccnc2)c1,-15,-6,109,0.7,-16,-7,0,-2.2,3
OCCC1CN(Cc2nc3ccccc3s2)CCN1CCc1ccccc1 (stereo not given),-5,-1,91,0.1,-3,-5,7,·,0
CC(=O)Nc1c(Cl)n(C(C)=O)c2ccccc12,4,-12,84,0.0,8,-6,1,0.8,2
O=C(C1=C[C@H](c2ccc(C(F)(F)F)cc2)C[C@H](OCCCCO)O1)N1CCN(Cc2ccccc2)CC1,11,-17,100,0.0,1,7,-8,5.0,6
N#CCCNS(=O)(=O)c1ccc(C(=O)OCC(=O)Nc2ccc3c(c2)OCO3)cc1,3,-4,89,0.2,·,-9,·,·,1
CN(C)/N=C1\C(=O)N(CN2CCN(c3ccccc3)CC2)c2ccccc21,2,15,97,-0.1,·,-2,·,·,3
COCC1CCCCC1OS(N)(=O)=O (stereo not given),8,7,98,-0.1,-1,8,4,0.7,4
CC(=O)NC(c1ccccc1)c1cc([N+](=O)[O-])c2cccnc2c1O (stereo not given),19,-1,84,-0.1,1,-7,-3,0.5,12
COCCNC(=O)c1onc(CSc2ccc(F)cc2)c1C(=O)NCCOC,1,2,100,0.0,-1,3,4,-3.8,0
O=c1c2c3c(sc2[nH]c(=S)n1Cc1ccco1)CCC3,48*,-9,110,0.0,2,-2,3,1.1,8
COC(=O)c1sccc1NC(=O)CSc1ccc(Cl)cc1,-1,-13,84,0.1,-5,8,-7,2.0,4
Nc1nc(NCC2CCCO2)nc(Nc2ccccc2)c1[N+](=O)[O-] (stereo not given),2,-18,107,-0.1,5,5,-6,0.7,3
CCC(OC(=O)C(CC(C)C)NC(=O)c1ccccc1)C(=O)Nc1nnc(C)s1 (stereo not given),-1,-11,117,0.0,·,0,·,·,1
Cc1nn(CCOc2ccccc2)c(=O)n1-c1ccccc1F,-1,-9,98,0.1,0,-1,-1,-1.4,5
CCOc1ccccc1Nc1nc(N2CCCC2)nc(N2CCOCC2)n1,0,3,·,·,1,5,-5,1.2,1
O=C(CSc1nn(-c2ccc(Cl)cc2)c(=S)s1)N1CCN(C(=O)c2ccco2)CC1,-6,6,125,0.0,-4,-2,-17,0.3,-13
COc1ccc(-c2cc(C)no2)cc1S(=O)(=O)NCc1ccc(OC(C)C)cc1,-5,-14,95,-0.1,-1,10,4,-1.4,2
Cc1nc(-c2ccc(NS(C)(=O)=O)cc2)cs1,7,4,90,-0.1,-3,-1,-5,·,8
Cc1nc(CS(=O)(=O)c2ccccc2)cc(Sc2ccc(Cl)cc2Cl)n1,-10,7,95,-0.1,0,6,0,2.6,1
Cn1c(Cn2c(=O)sc3ccccc32)nnc1SCC(=O)Nc1cccc(Cl)c1,0,1,112,0.4,-5,3,6,·,1
CCc1ccc(-c2nc(SCC(=O)N(C)C3CCS(=O)(=O)C3)n[nH]2)cc1 (stereo not given),-5,-11,108,0.0,3,1,-4,5.9,-7
Clc1ccc(/C=C/c2nc3ccccc3[nH]2)c(Cl)c1,-2,-14,90,0.0,-14,4,4,-3.4,4
COc1cc(Cl)ccc1OCc1cc(C(=O)N2C[C@]3(C)C[C@H]2CC(C)(C)C3)no1,1,-8,92,0.1,-2,6,7,4.4,4
# The results go on:
SMILES,MCL1 BIM primary,ZTA DNA inh,CR mimetic SO,Efflux pump inh,Fam108B counter,GLD-1 TGE inh,EBNA-1 inhibitor,MEX-5 binding,Bcl-xL primary
CC(NC(=O)NCC1CCCO1)(C(F)(F)F)C(F)(F)F (stereo not given),1,20,76,0.1,4,8,1,-1.8,4
C=CCN(CC=C)c1cnn(-c2nc3ccccc3[nH]2)c(=O)c1Cl,-5,-6,111,0.4,-4,6,-16,1.7,2
CCOc1ccc(-c2nc(=S)[nH][nH]2)cc1,12,7,96,-0.1,1,2,6,-3.5,13
CC(C)(C)OC(=O)C1C(=O)CC(C)(O)C(C(=O)OC(C)(C)C)C1c1ccco1 (stereo not given),-4,-13,83,0.2,-3,2,4,-1.0,-2
O=C(CN1CCCCCC1)Nc1ccc(Cl)cn1,-7,-14,99,0.3,2,-8,-18,-0.3,3
CS(=O)(=O)N1CCN(c2ccc([N+](=O)[O-])c(NCCN3CCOCC3)c2)CC1,5,-5,100,0.1,-7,5,8,-0.3,5
CC(=O)Nc1ccccc1NC(=O)c1ccc(C)c(C)c1,5,-21,109,0.1,2,-8,-2,1.3,5
O=C1NC(=S)N/C1=C/c1cccc([N+](=O)[O-])c1O,14,-15,130,0.1,-2,-3,4,-10,11
Cc1ccc(CNC(=O)COC(=O)C2CC2)cc1,-1,1,120,0.1,·,1,·,·,-4
Cc1coc2cc3oc(=O)c(CCC(=O)NCCCn4ccnc4)c(C)c3cc12,8,-4,104,-0.1,0,3,-5,3.0,-1
C=CCc1ccc(OCC(O)CN2CCN(c3ccccc3)CC2)c(OC)c1 (stereo not given),1,-5,85,0.0,4,-7,-12,-1.2,-1
CC(C)[C@H](N)c1nnc(SCC(=O)c2ccc(Cl)cc2)o1,7,6,98,0.0,1,5,-5,1.3,-2
CC(C)c1ccc(C2C(C#N)=C(N)N3C(=C2C#N)Sc2ccccc23)cc1 (stereo not given),-6,1,85,0.4,2,-9,6,-120*,-2
CN(c1cccc(NC(=O)CN(c2ccc(F)cc2)S(C)(=O)=O)c1)S(C)(=O)=O,-6,2,122,0.1,5,9,-8,1.5,0
Cc1ccc2nc(N3CCN(C(=O)c4ccco4)CC3)sc2c1,16,10,102,0.1,2,-2,8,0.7,6
CCNC(=S)Nc1ccc(C)c(S(=O)(=O)Nc2ccccc2OC)c1,13,11,100,0.2,-7,6,2,2.8,6
CCOCCc1nnc(NC(=O)C2CC(=O)N(CCc3ccc(F)cc3)C2)s1 (stereo not given),-1,-7,107,0.0,-1,1,2,-2.6,1
Cc1ccc(-n2c(-c3cccnc3)n[nH]c2=S)c(C)c1,-13,-15,112,0.1,-7,8,-18,-0.4,-13
Cc1nnsc1NC(=O)OCC(C)C,-7,13,92,0.3,-3,2,0,-0.3,-4
Nc1nc(SC2c3cccc4cccc(c34)C2NS(=O)(=O)c2ccccc2)n[nH]1 (stereo not given),-1,-1,114,0.7,1,0,-12,1.1,4
O=C(COC(=O)c1ccc(Cl)c(S(=O)(=O)N2CCCCC2)c1)NCc1ccco1,6,6,137,0.0,1,2,0,1.8,6
CCCS(=O)(=O)c1nc(S(=O)(=O)c2ccc(C)cc2)c(N2CCc3ccccc3C2)s1,-3,-23,89,-0.1,-4,1,-1,1.0,0
COc1ccc(-n2nnc3c(SCC(=O)Nc4ccccc4F)ncnc32)cc1,0,-8,108,0.2,-1,4,-10,-1.0,1
COc1cccc(N2CC(NC(=O)c3ccc4ccccc4c3)CC2=O)c1 (stereo not given),0,-13,86,-0.1,1,9,-3,0.2,3

# Of the compounds above, eight have fluorine:
SMILES,MCL1 BIM primary,ZTA DNA inh,CR mimetic SO,Efflux pump inh,Fam108B counter,GLD-1 TGE inh,EBNA-1 inhibitor,MEX-5 binding,Bcl-xL primary
O=C(COC(=O)CCC(=O)c1cccs1)NC(=O)c1ccc(OC(F)F)cc1,-2,-22,113,-0.1,-4,4,8,-0.3,-4
O=C(C1=C[C@H](c2ccc(C(F)(F)F)cc2)C[C@H](OCCCCO)O1)N1CCN(Cc2ccccc2)CC1,11,-17,100,0.0,1,7,-8,5.0,6
COCCNC(=O)c1onc(CSc2ccc(F)cc2)c1C(=O)NCCOC,1,2,100,0.0,-1,3,4,-3.8,0
Cc1nn(CCOc2ccccc2)c(=O)n1-c1ccccc1F,-1,-9,98,0.1,0,-1,-1,-1.4,5
CC(NC(=O)NCC1CCCO1)(C(F)(F)F)C(F)(F)F (stereo not given),1,20,76,0.1,4,8,1,-1.8,4
CN(c1cccc(NC(=O)CN(c2ccc(F)cc2)S(C)(=O)=O)c1)S(C)(=O)=O,-6,2,122,0.1,5,9,-8,1.5,0
CCOCCc1nnc(NC(=O)C2CC(=O)N(CCc3ccc(F)cc3)C2)s1 (stereo not given),-1,-7,107,0.0,-1,1,2,-2.6,1
COc1ccc(-n2nnc3c(SCC(=O)Nc4ccccc4F)ncnc32)cc1,0,-8,108,0.2,-1,4,-10,-1.0,1

# In a second layout: entries from further up.
# Screens in order – MCL1 BIM primary	ZTA DNA inh	CR mimetic SO	Efflux pump inh	Fam108B counter	GLD-1 TGE inh	EBNA-1 inhibitor	MEX-5 binding	Bcl-xL primary
> CCOc1ccc(-c2nc(=S)[nH][nH]2)cc1
 : 12	7	96	-0.1	1	2	6	-3.5	13
> Cc1ccc(CNC(=O)COC(=O)C2CC2)cc1
 : -1	1	120	0.1	·	1	·	·	-4

# Screens: PubChem, several laboratories
